Bioassay records from PubChem.
Rin1 Abl inh: blocks binding of human Rin1 to Abl. P00519+Q13671. TR-FRET Rin1/Abl binding, biochemical. inhibition, % at 7.35 µM. 0.4% of 360,000 active; in the data active = inhibition above about 5%, passing the limit was not always enough
Neddyl block: inhibitors of human cullin neddylation; TR-FRET cullin neddylation, biochemical; calls only at 25 µM; 0.58% of 360,000 active; in the data active = inhibition above about 36%
FAS TE block: FAS thioesterase (human) inhibition. inhibition, % at 15 µM. 0.67% of 360,000 active. AID 602261. recombinant FAS-TE, OMFH fluorogenic substrate, fluorescence endpoint;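 active = compounds whose normalised, plate-corrected inhibition of enzyme fluorescence in the single-dose primary screen is 50% or more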;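 note: 0% = DMSO with enzyme and 100% = substrate without enzyme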
CSN deneddyl inh: blocks human CSN-mediated cullin deneddylation | Purified CSN, SCF-Nedd8-OG deneddylation, fluorescence polarization | inhibition, % at 12.5 µM | 0.38% of 360,000 active | AID 651999;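 active = pattern-corrected inhibition above about 35%, with an unprinted fluorescence ratio check between 0.5 and 1.5, limit read from the data, passing the limit was not always enough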;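 note: 0% = enzyme with substrate and 100% = substrate without enzyme; some results filed as inactive read as strong as hits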
Target sequence (Q92905 whole entry, looked up, one chain of several): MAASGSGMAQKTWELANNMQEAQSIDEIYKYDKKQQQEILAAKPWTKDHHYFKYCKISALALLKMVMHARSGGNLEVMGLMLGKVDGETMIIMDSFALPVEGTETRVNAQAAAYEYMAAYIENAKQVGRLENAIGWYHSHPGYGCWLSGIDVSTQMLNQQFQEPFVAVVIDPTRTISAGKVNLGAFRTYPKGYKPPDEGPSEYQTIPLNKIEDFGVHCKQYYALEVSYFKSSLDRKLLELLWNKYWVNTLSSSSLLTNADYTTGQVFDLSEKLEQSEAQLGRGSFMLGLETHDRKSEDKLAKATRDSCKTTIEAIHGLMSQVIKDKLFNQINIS
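test system = HEK293T-derived human Csn5 enzyme | amount = 0.24 nM Csn5 enzyme, final concentration | medium = Tris/NaCl/DTT buffer, pH 7.5 | schedule = 90 min reaction at room temperature | signal = FP | evaluation = inhibition of Csn5 cleavage, % | compound dosing = single dose of 12.5 µM compound with 0.25% DMSO | probe or stimulus = 10 nM SCFSkp2-Nedd8OG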
TbMetRS inhib: blocks T. brucei methionyl-tRNA synthetase activity. purified T. brucei MetRS, ATP depletion, Kinase-Glo luminescence. inhibition, % at 11.9 µM. 0.4% of 360,000 active. AID 624268;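 active = inhibition above a per-plate cutoff of the control wells' mean inhibition plus 3 SD, cut at about 5.5% in these data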;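 note: 0% = DMSO wells median and 100% = median of wells with control inhibitor compound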
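Material – parasite MetRS enzyme · Medium – HEPES-MgCl2-KCl buffer plus DTT, spermine, BSA, pyrophosphatase · Reagent – ATP, methionine and E. coli bulk tRNA substrates · Times – 15 min enzyme-compound preincubation, 2 h reaction, 10 min detection, 25 °C · Measured by – luminescence of leftover ATP · Evaluation – percent inhibition relative to median high and low control wells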
E coli Lon inh: E. coli protease La inhibition; P0A9M0; purified E. coli Lon protease, fluorescence polarization; inhibition, % at 7.94 µM; 0.42% of 360,000 active; in the data active = inhibition above about 13%, passing the limit was not always enough;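 note: 0% = enzyme with probe and DMSO and 100% = no enzyme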
bovine MsrA act: activators of bovine methionine sulfoxide reductase A; purified bovine MsrA, absorbance read-out; 0.3% of 360,000 active; activation, % at 10.6 µM; in the data active = activation above about 7.5%;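 note: 0% = vehicle and 100% = reference activator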
MsrA inh: inhibits bovine methionine sulfoxide reductase A; AID 651718; 0.75% of 360,000 active; purified bovine MsrA, absorbance read-out; inhibition, % at 15.5 µM; in the data active = inhibition above about 4.5%;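 note: 0% = vehicle wells with enzyme and 100% = reference inhibitor wells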
MLLE-PAM2 inh: blocks PAM2 peptide binding to the PABP1 MLLE domain; P11940; GST-MLLE / FITC-PAM2 fluorescence polarization; inhibition, % at 20 µM; 0.36% of 360,000 active; in the data active = inhibition above about 35%, passing the limit was not always enough;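 note: plate controls were DMSO wells with GST-MLLE for no effect and wells lacking GST-MLLE protein for full effect; some results filed as inactive read as strong as hits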
Target sequence (P11940 whole entry, looked up, the tested form may be a part): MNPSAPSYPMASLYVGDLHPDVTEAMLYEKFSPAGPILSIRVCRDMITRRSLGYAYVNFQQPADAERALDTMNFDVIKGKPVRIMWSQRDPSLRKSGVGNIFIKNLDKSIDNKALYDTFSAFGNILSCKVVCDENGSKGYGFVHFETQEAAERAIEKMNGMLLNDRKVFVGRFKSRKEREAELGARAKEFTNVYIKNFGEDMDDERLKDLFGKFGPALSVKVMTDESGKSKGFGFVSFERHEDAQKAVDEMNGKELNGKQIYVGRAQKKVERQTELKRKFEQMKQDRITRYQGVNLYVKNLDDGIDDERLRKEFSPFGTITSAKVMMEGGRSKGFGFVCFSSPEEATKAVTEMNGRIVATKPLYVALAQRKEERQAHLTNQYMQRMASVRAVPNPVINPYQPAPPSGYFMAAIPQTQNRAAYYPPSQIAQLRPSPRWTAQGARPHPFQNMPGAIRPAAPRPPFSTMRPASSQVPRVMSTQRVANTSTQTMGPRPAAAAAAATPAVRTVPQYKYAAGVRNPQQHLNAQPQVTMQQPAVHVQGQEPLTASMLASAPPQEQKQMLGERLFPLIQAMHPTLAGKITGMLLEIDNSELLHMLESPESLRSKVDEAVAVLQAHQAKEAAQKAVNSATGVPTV
Active calls of the source: *; i = inactive; / = no result given.

SMILES	Rin1 Abl inh	Neddyl block	FAS TE block	CSN deneddyl inh	TbMetRS inhib	E coli Lon inh	bovine MsrA act	MsrA inh	MLLE-PAM2 inh
CCOc1ccccc1C(=O)NCc1ccc2c(c1)OCO2	-2.5	i	2.1	-8.6	0.2	3.4	-3.3	-1.2	-5.0
CCOc1ccc(S(=O)(=O)N(CC(=O)NCc2cccnc2)c2ccc(C)cc2)cc1	1.4	i	-2.1	1.3	-1.0	-1.3	-8.9	-1.0	8.5
O=C(Nc1nnc(-c2ccccc2)s1)c1ccc(F)cc1	2.6	i	-6.7	2.1	-0.9	-6.1	-5.5	0.0	-6.9
CCc1c(C)nc2ncnn2c1Nc1ccc(C)c(C)c1	-0.1	i	-4.3	-0.7	0.1	-7.9	1.2	2.7	-4.9
CCOC1=C2[C@H](c3ccc(CC)cc3)N(S(=O)(=O)c3ccc(C)cc3)C[C@H]2n2c(=O)n(-c3ccccc3)c(=O)n2C1	-1.8	i	47.4	1.7	-0.6	8.6	2.3	-0.8	-2.1
CNS(=O)(=O)c1ccc(NC(=O)c2cncc(Br)c2)cc1	3.4	i	-0.3	-11.8	-1.0	-6.6	-5.8	-0.7	-10.5
Cc1nn(CC(=O)Nc2ccc(C(=O)N(C)C)cc2)c(=O)c2ccccc12	-1.4	i	-7.3	-5.8	-0.4	7.1	-3.4	-0.5	4.3
CCCC(=O)N1CCC1(C)C(=O)Nc1cc(C)ccc1C (stereo not drawn)	-1.0	i	-11.2	-5.0	-0.2	0.2	-1.8	0.8	10.5
Cc1cnc(CN(C)C(=O)C2CCC(=O)N(CCc3ccc(Cl)cc3)C2)[nH]1 (stereo not drawn)	1.0	i	-11.0	5.4	-0.2	4.8	-2.7	0.2	-6.1
CCOc1ccccc1Nc1nc(N)nc(Cl)c1CC	3.4	i	-11.1	-2.2	-0.1	-2.8	-2.4	-0.2	-6.8
CCc1nc2c(OCC(=O)C(C)(C)C)cccn2c1N(C)C(=O)C(C)C	-4.7	i	-9.0	3.6	0.2	-2.7	-6.9	/	-7.2
O=C(OCc1ccc(C(=O)c2ccccc2)cc1)c1cccc(-c2nnc(-c3ccccc3)o2)c1	1.4	i	25.7	0.7	-0.9	16.4*	-4.8	0.2	-16.3
O=C(NC(=S)NCc1ccco1)c1ccc(Br)cc1	2.5	i	16.1	-1.0	-0.3	-1.5	-8.0	0.3	27.7
Cc1cc(C)c(NC(=O)/C(=C/c2ccccc2)c2ccccc2)c(C)c1	4.4	i	21.3	-7.5	-0.3	-3.3	-0.7	1.4	5.2
COc1ccc(CN2CC(C(=O)NCCc3ccc(C)cc3)CC2=O)cc1 (stereo not drawn)	-0.4	i	-8.0	-5.1	0.5	-1.8	-3.6	-1.5	-3.6
CC(Sc1nnc2c(n1)[nH]c1ccccc12)C(=O)NC1CCCCC1 (stereo not drawn)	-1.5	i	0.4	0.3	3.5	10.3	-4.3	0.0	2.9
COc1ccc([C@H]2CC(=O)C=C(c3cccc(C(C)C)c3)C2)cc1OC	2.6	i	31.0	-0.2	-0.3	-4.5	0.1	0.1	-9.0
O=C(Nc1cccnc1)c1ccc2c(c1)C(=O)N(CC1CCCO1)C2=O (stereo not drawn)	-2.8	i	-4.1	-3.7	-0.3	4.1	1.6	-0.2	8.6
CNC(=O)C[C@H]1C(=O)N(C2CCCCC2)C[C@@H]1c1ccc(Br)cc1	0.6	i	-4.3	6.0	-0.8	-4.6	-7.8	0.9	10.4
Cc1ccc(-n2nc3c(c2NC(=O)c2ccc(Br)o2)CSC3)c(C)c1	-0.8	i	15.5	14.8	0.0	-4.4	-3.5	-0.1	7.1
COc1ccccc1-c1cc(N)n(S(=O)(=O)c2ccc(F)c(C)c2)n1	0.3	i	11.6	-2.9	-0.4	9.4	0.2	-0.1	2.5
CCOC(=O)/C(C#N)=N/Nc1ccc(S(=O)(=O)Nc2cc(OC)nc(OC)n2)cc1	-2.5	i	-5.1	2.3	0.1	-9.1	-3.1	2.3	0.7
CC(OC(=O)CC1CCCCC1)C(=O)Nc1cccc(C#N)c1 (stereo not drawn)	0.9	i	15.9	4.9	-0.5	2.4	-9.9	-0.3	-3.4
Cc1cc(-c2csc(NC(=O)c3ccc(=O)[nH]c3)n2)c(C)n1Cc1ccco1	8.3*	i	2.1	39.6*	0.8	-14.0	-3.6	-0.5	-22.2
COc1cc(SC)ccc1C(=O)N(Cc1ccccc1)c1ccccc1	3.3	i	13.4	-0.5	-0.8	2.6	-11.5	-0.4	1.1

The closing 2 records of the section above are carried over, then new ones follow.
SMILES	Rin1 Abl inh	Neddyl block	FAS TE block	CSN deneddyl inh	TbMetRS inhib	E coli Lon inh	bovine MsrA act	MsrA inh	MLLE-PAM2 inh
Cc1cc(-c2csc(NC(=O)c3ccc(=O)[nH]c3)n2)c(C)n1Cc1ccco1	8.3*	i	2.1	39.6*	0.8	-14.0	-3.6	-0.5	-22.2
COc1cc(SC)ccc1C(=O)N(Cc1ccccc1)c1ccccc1	3.3	i	13.4	-0.5	-0.8	2.6	-11.5	-0.4	1.1
CCOC(=O)c1nc(C)c(C(C)=O)s1	1.9	i	-9.2	3.7	-0.3	-1.2	0.1	0.1	10.4
CCCNC(=O)c1ccccc1SCc1c(C)noc1C	2.0	i	-4.8	1.4	-0.3	-1.3	-1.8	-0.8	7.0
O=C(NCc1ccco1)C1OCCc2ccccc21 (stereo not drawn)	0.8	i	-3.1	5.5	-0.9	-10.0	-1.9	1.1	9.7
COC(=O)[C@]1(Cc2ccccc2)N[C@H](c2ccc(-c3ccc(F)cc3)cc2)[C@@H]2C(=O)N(C)C(=O)[C@@H]21	2.9	i	85.4*	-1.7	-0.4	-5.8	-2.4	2.8	-7.1
O=S(=O)(Nc1ccccc1N1CCOCC1)c1cccs1	5.3	i	1.2	0.9	-0.1	-11.3	-1.9	-0.6	9.8
O=S(=O)(NC1CCCCCCC1)c1cccs1	1.9	i	-1.7	4.6	-0.6	-18.2	-2.1	-0.8	-20.9
OC(CN1CCOCC1)(c1ccccc1)c1ccccn1 (stereo not drawn)	-0.4	i	-0.4	0.6	-0.4	-7.4	0.1	0.8	17.8
COc1ccc(-c2nn3c(-c4ccccn4)nnc3s2)cc1OC	-6.2	i	-2.0	3.4	-0.6	-10.9	-2.9	1.7	3.4
O=C(C1CCCN(Cc2nc(-c3ccc(Cl)cc3)no2)C1)N1CCOCC1 (stereo not drawn)	1.1	i	-2.5	10.7	-0.6	-3.6	-0.6	-0.3	5.2
O=C(CC1CCCC1)Nc1cccc(Br)c1	1.6	i	6.6	5.7	-0.1	-16.1	-1.8	0.5	-13.0
CCOC(=O)c1cccc(NC(=O)CSc2nnc(C3CCCCC3)n2C)c1	-1.9	i	6.2	-1.2	0.1	2.3	0.8	0.0	1.7
O=C(CCCCCNC(=O)N1CCn2c1nc1ccccc12)N[C@H](C(=O)O)c1ccccc1	-4.8	i	-4.6	0.3	0.9	8.4	-0.8	0.2	9.1
C=CCOc1ccc2oc(=O)cc(C)c2c1	-3.8	i	-9.1	-5.9	-0.1	9.9	-5.4	1.3	6.1
CSCCC(NC(=O)c1cccc(C)c1)C(=O)NNC(=O)c1cccs1 (stereo not drawn)	-1.0	i	-5.3	0.3	-0.7	-4.9	-4.5	0.5	4.6
CCn1c(SC(C)C(=O)N2CCOCC2)nc2sc(C)c(C)c2c1=O (stereo not drawn)	3.8	i	-3.8	2.5	-0.2	-0.7	-5.5	1.0	16.5
CCOc1ccc(/C=N/NC(=O)c2cc(-c3ccccc3)nc3ccccc23)cc1O	-2.1	i	4.2	-1.2	-0.6	1.4	-1.7	1.4	10.8
O=C(Nc1ccc(S(=O)(=O)Nc2ncccn2)cc1)c1cccc(Br)c1	1.2	i	-3.8	2.9	-2.0	7.9	-3.2	-1.3	-17.5
COC(=O)c1c(C)c2c(C)cc3ccccn3c-2c1C(=O)OC	-5.0	i	-15.2	-45.4	-0.7	45.3*	-2.1	4.7*	99.5
CN(Cc1ccccc1)C(=O)c1nc2ccccn2c1CNCCn1cccn1	-0.4	i	-6.0	-1.7	-0.3	-0.4	-3.4	-0.5	-3.0
Cn1c(=O)c2c(=O)cc(N)[nH]c2n(C)c1=O	-2.9	i	-6.6	-1.9	-0.7	7.0	-2.9	1.8	43.3*
COc1ccc(CCNC(=O)CSc2cn(Cc3cccc(C)c3)c3ccccc23)cc1OC	0.6	i	21.1	0.5	-0.8	1.4	-3.1	0.1	13.7
Cc1ccc2cc(C)c3nnc(SCC(=O)NCc4ccco4)n3c2c1	-1.2	i	1.3	3.2	0.0	-3.0	-1.6	/	-77.1
COc1ccc(C(=O)NCCN2CCCC2)cc1	-0.5	i	-6.5	1.8	-0.5	5.9	-8.1	1.1	11.4

Structures listed so far with an NH in an aromatic ring:
SMILES	Rin1 Abl inh	Neddyl block	FAS TE block	CSN deneddyl inh	TbMetRS inhib	E coli Lon inh	bovine MsrA act	MsrA inh	MLLE-PAM2 inh
Cc1cnc(CN(C)C(=O)C2CCC(=O)N(CCc3ccc(Cl)cc3)C2)[nH]1 (stereo not drawn)	1.0	i	-11.0	5.4	-0.2	4.8	-2.7	0.2	-6.1
CC(Sc1nnc2c(n1)[nH]c1ccccc12)C(=O)NC1CCCCC1 (stereo not drawn)	-1.5	i	0.4	0.3	3.5	10.3	-4.3	0.0	2.9
Cc1cc(-c2csc(NC(=O)c3ccc(=O)[nH]c3)n2)c(C)n1Cc1ccco1	8.3*	i	2.1	39.6*	0.8	-14.0	-3.6	-0.5	-22.2
Cn1c(=O)c2c(=O)cc(N)[nH]c2n(C)c1=O	-2.9	i	-6.6	-1.9	-0.7	7.0	-2.9	1.8	43.3*
